TRPC6 act – activates the mouse TRPC6 cation channel | Q61143 | HEK293-TRPC6 membrane potential dye fluorescence; stronger effect = higher value | B-score at 10 µM | 0.13% of 310,000 active | AID 2550;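 active = B-score of the integrated fluorescence ratio above library mean plus 3 SD, and starting fluorescence ratio within library mean plus 5 SD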;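 also: higher score means more depolarization so channel activation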
HIF activator – HIF pathway transcriptional activation; U2OS HRE-luciferase reporter, luminescence; normalized: DMSO 0%, desferrioxamine 100%; activation, % at 7.5 µM (by protocol); 0.32% of 300,000 active;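 active = mean activation of at least 10% of the iron chelator positive control signal, with at least half of replicates also reaching 10%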
TRPC4 agonist – activators of mouse TRPC4 channel; Q9QUQ5; B-score at 10 µM; HEK293 TRPC4beta/mu-opioid, Fluo4 calcium fluorescence; stronger effect = higher value; 0.49% of 310,000 active;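 active = B-score above 5 SD of library B-scores, and initial fluorescence ratio not above library mean plus 5 SD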;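 also: positive B-score marks a calcium rise read as TRPC4 activation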
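Assay system: HEK293 cells stably co-expressing mouse TRPC4beta and mu-opioid receptor / Timing: Fluo4 dye loading 45 min at room temperature, 110 s recording / Signal: Fluo4 calcium-sensitive dye fluorescence, kinetic, 1 Hz baseline / Read-out: integrated baseline-normalised fluorescence ratio, converted to per-well B score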
SKKanGAS inh – inhibitors of SKKanGAS S. pyogenes growth in kanamycin (SK-promoter or general growth effect); BacTiter-Glo, 6 h; inhibition, % at 7.5 µM; 1.3% of 300,000 active;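 active = mean replicate score, as percent of positive control median, at least 50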;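 also: strain carries kanamycin resistance gene driven by streptokinase promoter and grows in 40 µg/ml kanamycin; loss of luminescence reflects streptokinase promoter inhibition or plain growth inhibition; 0% = median of DMSO wells and 100% = positive control at its reference dose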
KLF5 inhibitor – suppresses KLF5 promoter-driven expression; 0.23% of 290,000 active; DLD-1 KLF5 promoter-luciferase reporter, luminescence; inhibition, % at 5 µM; AID 1700;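 active = inhibition above a per-plate limit of that plate's mean compound inhibition plus 3 SD, cut at about 60% in these data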;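 also: 0% = DMSO wells and 100% = LY294002 at 200 µM; higher means less KLF5 promoter-driven luciferase light; inactives centre near -14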
TRPC4 potent – allosteric potentiators of mouse TRPC4 channel; Q9QUQ5; HEK293 TRPC4beta/mu-opioid, DAMGO EC20, Fluo-4 Ca2+ flux; stronger effect = higher value; B-score at 10 µM; 0.42% of 310,000 active;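 active = B-score of calcium response area above 5 SD of library B-scores, with initial fluorescence ratio within 5 SD of library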;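 also: B-score of integrated fluorescence ratio over time as area under calcium response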
IEC-6 tox – counter-screen for KLF5 inhibitors: cytotoxicity in IEC-6 cells | IEC-6 cytotoxicity, luminescence viability | inhibition, % at 5 µM | 0.78% of 290,000 active | AID 1825; in the data active = inhibition above about 22%;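 also: 0% = plate median of test compound wells and 100% = cytotoxic reference compound wells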
MrgX1 antagonist – human MrgX1 receptor antagonism, primary screen; Q96LB2; MRGX1-HEK293 calcium flux, Fluo-4, BAM8-22 antagonism; stronger effect = lower value; B-score at 10 µM; 1.3% of 310,000 active; AID 588676;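 active = calcium-response B-score plate-corrected more than 3 library SD below zero, starting fluorescence within 5 deviations, no agonist response on first addition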;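 also: peak minus trough fluorescence over baseline after final BAM8-22 challenge near maximal dose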
Target sequence (Q96LB2 whole entry, looked up): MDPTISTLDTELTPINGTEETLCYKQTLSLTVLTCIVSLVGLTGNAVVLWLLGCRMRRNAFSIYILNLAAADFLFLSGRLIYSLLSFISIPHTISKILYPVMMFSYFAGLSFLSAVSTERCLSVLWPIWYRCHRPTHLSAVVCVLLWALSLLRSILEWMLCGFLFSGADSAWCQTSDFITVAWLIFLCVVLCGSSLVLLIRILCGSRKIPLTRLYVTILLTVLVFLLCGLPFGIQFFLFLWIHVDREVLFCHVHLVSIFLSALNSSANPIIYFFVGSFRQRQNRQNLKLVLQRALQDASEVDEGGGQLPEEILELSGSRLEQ
aSyn UTR inh – MLPCN primary screen, SNCA 5' untranslated region; inhibition, % (tested at 7.5 µM); AID 1813; alpha-synuclein 5'UTR reporter, inhibitor activity; 0.82% of 300,000 active; in the data active = inhibition above about 60%;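 also: H4 neuroglioblastoma cells stably carrying SNCA 5'UTR luciferase fusion; 0% = DMSO wells and 100% = positive control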
TRPC4 inh – blocks the mouse TRPC4 cation channel; Q9QUQ5; HEK293 TRPC4beta/mu-opioid, DAMGO-evoked Fluo4 calcium flux; stronger effect = lower value; B-score at 10 µM; 0.39% of 300,000 active; AID 2247;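 active = B-score over 3 SD under the library average, no early fluorescence shift, positive overall ratio signal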
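test system = HEK293 cells with stable TRPC4beta plus mu-opioid receptor expression | detection = Fluo4 Ca2+ flux fluorescence | read-out = integrated fluorescence ratio relative to baseline, converted to per-well B score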
TRPC6 inhibitor – blocks the mouse TRPC6 cation channel; HEK293-TRPC6, membrane potential dye, ACh-evoked depolarization; stronger effect = lower value; 1.1% of 310,000 active; B-score at 10 µM;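 active = B-score under library mean minus 3 SD, initial fluorescence not abnormally high, positive integrated signal ratio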;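 also: B-score derived from integrated fluorescence ratio over the kinetic read; more negative B-score means stronger inhibition of depolarization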
* = called active by the depositor; i = inactive; . = not tested or not shown.

SMILES	TRPC6 act	HIF activator	TRPC4 agonist	SKKanGAS inh	KLF5 inhibitor	TRPC4 potent	IEC-6 tox	MrgX1 antagonist	aSyn UTR inh	TRPC4 inh	TRPC6 inhibitor
CCCCn1c(O)c(C(C)=NCc2ccc3c(c2)OCO3)c(=O)[nH]c1=O	i	0.0	i	2	-6	i	-5	i	1	i	i
NC(=O)CSc1nnc([C@@H](N)Cc2c[nH]c3ccccc23)o1	i	-0.3	i	-8	2	i	12	i	14	i	i
Cc1cc(N2C(=O)C3CCCN3C2c2ccccc2)no1 (stereo unspecified)	i	0.7	i	-3	10	i	-1	i	-3	i	i
N=C1c2ccccc2CN1NC(=O)c1ccc(Cl)cc1	i	.	i	-7	-10	i	4	i	-60	i	i
COc1cc2c(cc1C=O)OCO2	i	-0.2	i	0	-40	i	0	i	2	i	i
O=C(c1cc(S(=O)(=O)N2CCCCC2)ccc1F)N1CCC2(CC1)OCCO2	i	-0.4	i	-7	-8	i	0	i	12	i	i
C=Cn1ccnc1P(=S)(c1cc(N(CC)CC)ns1)c1nccn1C=C	i	-0.5	i	-3	4	i	-2	i	15	i	i
COc1ccc(Cl)cc1C(=O)C1CCCN(Cc2cnc(C)s2)C1 (stereo unspecified)	i	-0.5	i	-4	-22	i	-3	i	2	i	i
CC1(C(=O)O)CCCC2(C)c3cc(O)ccc3CCC12 (stereo unspecified)	i	-2.4	i	-5	.	i	.	i	2	i	i
Cc1ccc(C)c(NC(=O)CSc2nnc([C@@H](N)Cc3c[nH]c4ccccc34)o2)c1	i	0.0	i	-2	.	i	.	i	15	i	i
CCCC[N+]12C3C[C@H](C4[C@H](O)[C@]5(C[C@@H]41)c1ccccc1N(C)[C@@H]35)[C@H](CC)[C@H]2O (stereo partly specified)	i	-1.0	i	-5	-12	i	7	i	7	i	i
CCN1C[C@]2(CO)CC[C@H](OC)[C@@]34C2[C@H](OC)[C@@](O)(C13)[C@@]1(O)C[C@H](OC)[C@H]2C[C@@H]4[C@@H]1[C@H]2OC	i	-0.3	i	2	-34	i	3	i	-3	i	i
COc1ccc(CNC(=O)C(NC(C)=O)C(C)C)cc1OC (stereo unspecified)	i	0.6	i	4	-3	i	1	i	1	i	i
O=C(Cc1ccccc1)N1CCN(CCCc2ccccc2)CC1	i	-1.4	i	-1	-40	i	-3	i	-15	i	i
COc1ccc(NC(=S)NC(NC(=O)CF)C(Cl)(Cl)Cl)cc1[N+](=O)[O-] (stereo unspecified)	i	-0.5	i	-3	2	i	1	i	-19	i	i
C(CCc1nn[nH]n1)CCc1nn[nH]n1	i	-0.4	i	3	0	i	-4	i	-10	i	i
Cc1nc2c(-c3ccccc3)c(C)nn2c(C)c1CCC(=O)N1CCC2(CC1)OCCO2	i	-0.1	i	-10	-6	i	1	i	28	i	i
CCOP(=O)(OCC)C1(C(=O)O)CCCC1	i	0.0	i	35	2	i	-10	i	15	i	i
Cc1noc(C)c1C(=O)N1CCC2(CC1)OCCO2	i	0.0	i	-7	-14	i	-6	i	9	i	i
O=C1C2CCCN2C(c2cccnc2)N1c1ccc(Cl)cc1 (stereo unspecified)	i	-0.6	i	11	-6	i	-3	i	0	i	i
COc1ccccc1NC(=O)c1cn(CCC#N)nc1-c1ccc(F)cc1	i	-1.4	i	-2	-26	i	1	i	4	i	i
COCCNC(=O)c1ccc(N2CC3CC(C2)c2cccc(=O)n2C3)c([N+](=O)[O-])c1 (stereo unspecified)	i	-0.9	i	-2	-4	i	-1	i	2	i	i
CN(C)P(=O)(CCl)Nc1ccccc1 (stereo unspecified)	i	0.1	i	-1	-17	i	-3	i	-8	i	i
Cc1cc(OC(C)C(=O)NCC(O)c2ccccc2)c2c3c(c(=O)oc2c1)CCC3 (stereo unspecified)	i	-0.4	i	8	-23	i	-2	i	10	i	i
O=C(Oc1c(Cl)cc(Cl)c2ccccc12)N1CCCCC1	i	0.2	i	31	-44	i	7	i	-3	i	i
COc1cccc(-n2c(O)c(C=NCc3ccc4c(c3)OCO4)c(=O)[nH]c2=O)c1	i	-0.4	i	-10	-6	i	0	i	-5	i	i
O=C(COc1ccc(Br)cc1)N1CCN(Cc2ccc3c(c2)OCO3)CC1	i	-0.7	i	2	6	i	6	i	13	i	i
O=c1[nH]c(=S)n(CCC2=CCCCC2)c(O)c1C=NC1CCN(Cc2ccccc2)CC1	i	-0.3	i	33	-7	i	-1	i	-33	i	i
CCCCn1c(N)c(C(=O)NCCN2CCOCC2)c2nc3ccccc3nc21	i	-0.2	i	11	-7	i	2	i	-2	i	i
Clc1ccccc1CN1CCN(c2cccc3[nH]ccc23)CC1	i	-0.3	i	-2	-48	i	-2	i	23	i	i
COc1ccc(N=Nc2c(O)[nH]c(=S)[nH]c2=O)cc1	i	-1.7	i	0	-95	i	3	i	-18	i	i
Cc1c(O)ccc(C(=O)CN2CC(C)OC(C)C2)c1O (stereo unspecified)	i	0.0	i	1	-44	i	-7	i	-8	i	i
Cc1ccc(CN2C(=O)NC(=O)C3(Cc4c(nc5ccccn5c4=O)N4CCCCCC43)C2=O)cc1 (stereo unspecified)	i	0.3	i	8	-26	i	-1	i	-1	i	i
CCC(C)C1NC(=O)C(C(C)=O)=C1O (stereo unspecified)	i	-0.3	i	8	.	i	.	i	7	i	i
O=c1[nH]c(O)c(N=Nc2ccc([N+](=O)[O-])cc2)c(=O)[nH]1	i	-1.0	i	-14	2	i	0	i	-6	i	i
CCc1ccc(NC(=O)CCNC(=O)N2C[C@H]3C[C@@H](C2)c2cccc(=O)n2C3)cc1	i	1.4	i	0	-36	i	-6	i	-70	i	i
Nc1c(C(=O)OCc2ccccc2)c2nc3ccccc3nc2n1Cc1cccs1	i	-0.4	i	56*	-15	i	4	i	-34	i	i
c1ccc2c(c1)Sc1ccccc1N2CC1CN2CCC1CC2 (stereo unspecified)	i	0.6	i	0	-30	i	-3	i	-23	i	i
CN1CCc2cc3c(c4c2C1Cc1ccccc1-4)OCO3 (stereo unspecified)	i	1.5	i	4	-47	i	11	-6.6*	-30	i	i
CC(=NCc1ccco1)c1c(O)n(-c2ccc(C)cc2)c(=O)[nH]c1=O	i	0.1	i	1	-27	i	-5	i	6	i	i
CCOC(=O)c1c(-c2ccc(OC)cc2)oc2ccc(OC(=O)N(C)C)cc12	i	-0.2	i	39	15	i	0	i	-10	i	i
Cc1cccc(OP(=O)(Oc2ccccc2)OC(c2ccccc2)C(F)(F)F)c1 (stereo unspecified)	i	-0.6	i	30	-16	i	-3	i	8	i	i
CC1(C)C(C(=O)N2CCN(c3ccc(Cl)cc3)CC2)C1(C)C	i	-0.2	i	2	1	i	-9	i	2	i	i
CCC(CC)NCc1c[nH]c2ccccc12	i	0.2	i	-7	-8	i	-5	i	-62	i	i
CCCOC(=O)Nc1ccc([As](=O)(O)O)cc1NC(=O)OCCC	i	-51	i	0	-12	i	6	i	-5	i	i

Three entries already listed, arranged by count of non-hydrogen atoms, lowest first:
SMILES	TRPC6 act	HIF activator	TRPC4 agonist	SKKanGAS inh	KLF5 inhibitor	TRPC4 potent	IEC-6 tox	MrgX1 antagonist	aSyn UTR inh	TRPC4 inh	TRPC6 inhibitor
Cc1c(O)ccc(C(=O)CN2CC(C)OC(C)C2)c1O (stereo unspecified)	i	0.0	i	1	-44	i	-7	i	-8	i	i
CCOC(=O)c1c(-c2ccc(OC)cc2)oc2ccc(OC(=O)N(C)C)cc12	i	-0.2	i	39	15	i	0	i	-10	i	i
Nc1c(C(=O)OCc2ccccc2)c2nc3ccccc3nc2n1Cc1cccs1	i	-0.4	i	56*	-15	i	4	i	-34	i	i

Some of the entries above, reformatted.
Every second line gives: TRPC6 act | HIF activator | TRPC4 agonist | SKKanGAS inh | KLF5 inhibitor | TRPC4 potent | IEC-6 tox | MrgX1 antagonist | aSyn UTR inh | TRPC4 inh | TRPC6 inhibitor
Nc1c(C(=O)OCc2ccccc2)c2nc3ccccc3nc2n1Cc1cccs1
  i | -0.4 | i | 56* | -15 | i | 4 | i | -34 | i | i
c1ccc2c(c1)Sc1ccccc1N2CC1CN2CCC1CC2 (stereo unspecified)
  i | 0.6 | i | 0 | -30 | i | -3 | i | -23 | i | i

Further records
SMILES	TRPC6 act	HIF activator	TRPC4 agonist	SKKanGAS inh	KLF5 inhibitor	TRPC4 potent	IEC-6 tox	MrgX1 antagonist	aSyn UTR inh	TRPC4 inh	TRPC6 inhibitor
CC1=NN(c2ccccc2)C(=O)/C1=C/c1c(O)[nH]c(=O)[nH]c1=O	i	0.5	i	-1	-11	i	2	i	18	i	i
CC(=NCc1ccc2c(c1)OCO2)c1c(O)[nH]c(=O)[nH]c1=O	i	-0.5	i	1	-12	i	0	i	19	i	i
COC(=O)C1=C(c2cccc(OC)c2OC)C[C@@H]2CC[C@H]1N2C(=O)NC1CCCCC1	i	0.3	i	4	.	i	.	i	7	i	i
CC(C)CCOP(N)(=O)Oc1ccccc1 (stereo unspecified)	i	-0.1	i	-1	2	i	2	i	3	i	i
CC(C)Sc1nnc([C@@H](N)Cc2c[nH]c3ccccc23)o1	i	-0.5	i	-11	-45	i	0	i	-40	i	i
COc1ccc(N=C(C)c2c(O)[nH]c(=O)[nH]c2=O)cc1	i	1.0	i	-3	-21	i	-1	i	25	i	i
O=c1[nH]c(=O)n(-c2ccccc2F)c(O)c1/C=C1\C=Nc2ccccc21	i	0.2	i	-1	-8	i	2	i	2	i	i
CN1CC=C(/C=C/c2ccc(-c3ccccc3)cc2)CC1	i	-41	i	3	-75	i	-4	i	-3	i	i
O=c1c2ccccc2nc(-c2ccco2)n1-c1ccccn1	i	0.0	i	-2	-28	i	2	i	15	i	i
CCOC(=O)C1(CCc2ccccc2)CCN(Cc2ccc3c(c2)OCCO3)CC1	i	-0.8	i	-3	-14	i	4	i	-46	i	i
Cc1nc2c(-c3ccc(F)cc3)c(C)nn2c(C)c1CCC(=O)N1CCC2(CC1)OCCO2	i	-0.3	i	-6	12	i	6	i	11	i	i
Nc1nonc1OCCCCOc1nonc1N	i	-0.5	i	5	-3	i	10	i	-16	i	i
CCOC(=O)c1c(C)n(Cc2ccc(F)cc2)c2ccc(O)cc12	i	-0.3	i	-6	-24	i	-2	i	26	i	i
CCCCOC(=O)c1ccc(NC(=O)c2c(O)[nH]c(=O)[nH]c2=O)cc1	i	2.8	i	21	.	i	.	i	-5	i	i
COc1ccc(CNCCc2c[nH]c3ccccc23)cc1OC	i	-1.1	88*	1	-46	i	4	i	6	i	i
CCN(CC)S(=O)(=O)c1cccc(N=Nc2c(O)n(CC)c(=S)n(CC)c2=O)c1	i	-0.5	i	15	10	i	2	i	3	i	i

This is a subset; rates above refer to the full screens.
